Mito fusion act = blocks mitochondrial division or promotes mitochondrial fusion; 0.23% of 320,000 active; Potency, µM (doses to about 46.1 µM), for the others: top-dose growth rescue (activation), actives largely listed as activators; S. cerevisiae fusion-defective mutant growth rescue, CellTiterGlo 48 h;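 note: potency is the fitted concentration of half-maximal effect; % of control where 0% means no effect; nearly all actives have a fitted effect of over 45% in size; temperature-sensitive fusion mutants such as fzo1-1 at 37 °C on non-fermentable ethanol glycerol medium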
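S. cerevisiae fusion-defective temperature-sensitive mutants (e.g. fzo1-1, mgm1-5) grown 48 h at 37C in YPEG (ethanol/glycerol non-fermentable) medium with 23 nl compound per well; growth rescue read as CellTiterGlo luminescence.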
PTAP TSG101 blk = blocks PTAP/TSG101 interaction to inhibit HIV-1 budding; Potency, µM (top dose mostly 115 µM), without a hit: top-dose activity change, negative = inhibition, most hits filed as inhibitors; AID 493005; Q99816; 340,000 tested, under 10 active; Fluorescence polarization, FITC-PTAP peptide / Tsg101 binding; active = well fitted inhibition curve with a large enough effect in the main read-out, with a control signal flat, not every such curve was filed as active; inconclusive = small, poorly fitted or top-dose-only effect, or effect the other way, or a change in a side signal; inactive = no such curve, though single readings can be large or run the other way; note: potency is the fitted concentration of half-maximal effect; % of control where 0% means no effect
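FP read-out: FITC-PTAP peptide, 50 nM final, binding Tsg101 binding domain, 10 uM final; 20 min, r.t.; 10 mM HEPES pH 7.5, 0.15 M NaCl, 0.01% Tween 20, 3 mM EDTA, 0.1 mM TCEP.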
Tb PFK block = inhibitors of T. brucei phosphofructokinase. T. brucei PFK, ADP-Glo luminescence. 0.17% of 330,000 active. O15648. Potency, µM (titrated, usually from 57.5 µM), inactives show at the highest dose activity, negative = inhibition, actives largely listed as inhibitors;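 note: potency is the fitted concentration of half-maximal effect; 0% = uninhibited 1x PFK enzyme wells and -100% = no-enzyme wells; nearly all actives have a fitted effect of over 60% in size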
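ADP-Glo luminescence quantified ADP after 45 min at room temperature, with 1.25 nM T. brucei PFK, 0.1 mM ATP and 0.5 mM fructose-6-phosphate in pH 8.0 TEA buffer. qHTS titrations up to 57 µM; curves classified by quality.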
TSHR antagonist = blocks TSH signaling through the human TSH receptor | P16473 | TSHR-expressing cells, TSH-stimulated cAMP HTRF, 2 h; active compounds read low | activity change, negative = inhibition, % at 11.5 µM | 0.2% of 330,000 active | AID 504810;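 active = activity change below a set negative limit, meaning inhibition stronger than a set level, cut at about -70% in these data; inconclusive = activity change between two set negative limits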; note: % is set by controls: 0 for no effect and ±100 for the full control effect
Target sequence (P16473 whole entry, looked up): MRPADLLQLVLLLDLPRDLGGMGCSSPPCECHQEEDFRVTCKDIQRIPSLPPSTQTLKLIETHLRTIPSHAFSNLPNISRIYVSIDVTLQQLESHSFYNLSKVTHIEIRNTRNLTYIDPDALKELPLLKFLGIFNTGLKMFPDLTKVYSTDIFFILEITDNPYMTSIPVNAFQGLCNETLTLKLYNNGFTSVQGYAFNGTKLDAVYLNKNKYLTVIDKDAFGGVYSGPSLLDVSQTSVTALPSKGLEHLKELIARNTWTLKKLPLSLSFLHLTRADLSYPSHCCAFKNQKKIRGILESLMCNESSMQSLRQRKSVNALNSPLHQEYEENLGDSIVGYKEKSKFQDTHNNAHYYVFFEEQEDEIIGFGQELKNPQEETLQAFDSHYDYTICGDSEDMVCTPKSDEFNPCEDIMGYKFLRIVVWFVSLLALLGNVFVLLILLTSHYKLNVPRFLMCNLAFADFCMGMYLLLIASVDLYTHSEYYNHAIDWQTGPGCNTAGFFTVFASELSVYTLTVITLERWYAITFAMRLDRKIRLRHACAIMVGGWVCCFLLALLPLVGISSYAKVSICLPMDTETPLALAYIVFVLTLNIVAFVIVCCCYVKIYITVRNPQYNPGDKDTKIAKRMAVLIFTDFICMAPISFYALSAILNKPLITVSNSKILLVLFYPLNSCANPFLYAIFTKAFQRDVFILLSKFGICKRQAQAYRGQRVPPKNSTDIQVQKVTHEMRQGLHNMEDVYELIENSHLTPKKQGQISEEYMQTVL
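Read-out is FRET at 665 nm (cryptate excitation 337 nm) from a cryptate-tagged anti-cAMP antibody, competed by cell cAMP against cAMP-d2. Compounds are tested on freshly harvested TSHR cells challenged with 4nM TSH (EC80) for 2 hours at 37 deg C.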
Chronic BCR inh = blocks chronic active B-cell receptor signaling | ABC-DLBCL IkBa-CBG/CBR reporter, luminescence ratio, 4 h | 0.05% of 340,000 active | AID 493014 | Potency, µM (highest dose often 46.1 µM), for inactives: at the highest dose ratio change, negative = lower green/red ratio, actives largely listed as inhibitors; active = well fitted inhibition curve with a large enough effect in the signal ratio, with a control signal flat, not every such curve was filed as active; inconclusive = small, poorly fitted or top-dose-only effect, or effect the other way, or a change in a side signal; the % refers to the signal ratio;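 note: potency is the fitted concentration of half-maximal effect; plate controls were basal doxycycline-induced cells for no effect and cells given 10 µM MG132 for full effect; MG132 reads +100%, hits lower the ratio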
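Compounds up to 46 uM were incubated four hours with TMD8 cells whose green CBG68 luciferase is fused to IkappaBalpha; red CBR luminescence normalised the signal, and concentration-effect curves were fitted to fusion, red and ratio data.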
TCR activator = activates T cell receptor signaling; primary human leukocytes, anti-CD3, IL-2 HTRF, 48 h; Potency, µM (series often up to 9.22 µM), inactives show at the highest dose activation of IL-2 secretion, usual class: activators; 330,000 tested, under 10 active; note: % of control where 0% means no effect
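HTRF read-out of IL-2 secretion: europium cryptate donor excited at 320nm, d2 acceptor emission at 665nm. Cells were primary human leukocytes incubated 48 hr with compounds and a-CD3 beads, supplying TCR signal only.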
B2AR arrestin = beta2AR (human) beta-arrestin recruitment activity; P07550; beta-arrestin recruitment to beta2AR, cell-based reporter; Potency, µM (doses to about 46.1 µM), for the others: at the highest dose activation, most hits filed as activators; 0.02% of 330,000 active; AID 492947;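 note: potency is the fitted concentration of half-maximal effect; 0% = DMSO controls and full agonism = EC100 isoproterenol or metaproterenol; nearly all actives have a fitted effect of over 65% in size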
USP2a block = inhibitors of human ubiquitin-specific protease USP2a | 0.01% of 330,000 active | O75604 | AID 463254 | USP2 core, Ub-CHOP2 coupled fluorogenic reporter, 485/531 | Potency, µM (highest dose often 38.3 µM), without a hit: at the top dose activity change, negative = inhibition, hits mostly inhibitors;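 note: potency is the fitted concentration of half-maximal effect; plate controls were DMSO wells for no effect and full inhibition by NEM control for full effect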
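Deubiquitinase activity read as fluorescence (485/531 nm) after Ub-CHOP2 cleavage activates the enterokinase reporter on its substrate; USP2 core 10nM, Ub-CHOP2 and substrate 25nM each, 30min compound preincubation then 60min RT; data normalized to NEM, curves fitted.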
uPA surface inh = inhibitors of cell surface uPA generation; cell surface uPA generation assay, qHTS; Potency, µM (doses to about 38.3 µM), inactives show top-dose activity change, negative = inhibition, hits mostly inhibitors; 0.31% of 330,000 active; AID 540303; active = well fitted inhibition curve with a large enough effect; inconclusive = small, poorly fitted or top-dose-only effect; inactive = no such curve, though single readings can be large or run the other way; tested in mouse RAW 264.7 cells; note: potency is the fitted concentration of half-maximal effect; % is set by controls: 0 for no effect and ±100 for the full control effect; nearly all actives have a fitted effect of over 55% in size
ELG1 DNA repair = blocks ELG1-dependent DNA repair in HEK293T cells; HEK293T ELG1-luciferase reporter, luminescence, 16 h; DNA damage induced by 5-fluorouridine; Potency, µM (titrated, usually from 46.1 µM), without a hit: top-dose activity change, negative = inhibition, usual class: inhibitors; 2.3% of 330,000 active; AID 504467; note: potency is the fitted concentration of half-maximal effect; % is set by controls: 0 for no effect and ±100 for the full control effect; nearly all actives have a fitted effect of over 55% in size
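5-Fluorouridine DNA damage + compound/DMSO, 2,000 cells/well, 16 h, 37 °C/5% CO2. ONE-Glo, 30 min RT, luminescence. Readout = decrease in reporter signal.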
Eya2 inh = inhibitors of human Eya2 phosphatase activity | O00167 | recombinant Eya2, OMFP fluorescence dephosphorylation (OMFP is methylfluorescein phosphate) | Potency, µM (titrated, usually from 76.9 µM), without a hit: top-dose activity, negative = inhibition, hits mostly inhibitors | 0.006% of 330,000 active | AID 488837; note: potency is the fitted concentration of half-maximal effect; % is set by controls: 0 for no effect and ±100 for the full control effect
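Eya2 (0.2 uM) preincubated 10 min at ambient with compound, then OMFP substrate added at 50 uM; 10 min reaction in 50 mM HEPES pH 7.5, 50 mM NaCl, 5 uM MgCl2, 0.05% BSA, 1 mM DTT. Fluorescence read at Ex 485/Em 525 nm.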
* marks the source's active call; other numbers are inactive results; u = inconclusive; x = no result given; [ ] = dose if it differs, or a comment. Unless noted, calls come from the whole dose curve; as a rule, active = well fitted curve in the direction sought with a large enough effect; inconclusive = small, poorly fitted or top-dose-only effect, or another doubt; inactive = no such curve, though single readings can be large; an effect the other way counts as inactive or inconclusive.

Values run as follows: Mito fusion act | PTAP TSG101 blk | Tb PFK block | TSHR antagonist | Chronic BCR inh | TCR activator | B2AR arrestin | USP2a block | uPA surface inh | ELG1 DNA repair | Eya2 inh
1	Cc1cccc2cc(CN(CC3CCCO3)S(=O)(=O)c3ccccc3)c3nnnn3c12 (stereo unspecified)
→ 0% | x | 18% | 11 | -15% | x | -0.9% | 3% | x | -3% | 7%
2	Cc1ccc(C)c(NC(=O)Cn2cnc3c(oc4ccccc43)c2=O)c1
→ -2% | 1% | 0% | -5 | -6% | -1% | -0.3% | -4% | -16% | 2% | 3%
3	CCc1cccc(C)c1NC(=O)CSc1ncn[nH]1
→ -6% | -13% | 2% | -2 | 14% | 4% | 0.0% | 4% | 4% | -5% | -20%
4	Cc1ccc(-n2ncc3c2CCCC3NC(=O)c2ccoc2)cc1C (stereo unspecified)
→ 5% | 0% | 3% | -19 | 0% | -7% | -0.9% | -2% | 19% | -2% | -6%
5	FC(F)(F)c1nnc(-c2ccccc2)nc1Oc1ccccc1
→ -7% | 2% | -1% | 4 | u | 0% | 0.1% | 3% | 5% | -3% | 14%
6	CSCCC(NC(=O)c1ccccc1Cl)C(=O)Nc1cccc(S(=O)(=O)N2CCCC2)c1 (stereo unspecified)
→ -7% | -5% | 0% | 12 | 0% | 3% | 3.7% | -5% | -1% | 1% | 3%
7	O=S(=O)(N1CCOCC1)N1CCOCC1
→ 2% | -3% | -2% | 4 | -1% | 5% | u | 4% | 1% | -1% | -2%
8	COc1ccc(-c2c(NC(=O)c3ccco3)oc3ccccc3c2=O)cc1
→ 20% | -4% | 1% | -25 | -11% | 1% | -0.8% | 2% | -4% | -2% | 2%
9	Cc1ccc(NC2CCCN(C(=O)c3c(C)noc3C)C2)cc1C (stereo unspecified)
→ -3% | -2% | -2% | -1 | 2% | 2% | 0.0% | 0% | 11% | 11% | 5%
10	COc1cc(OC)c(OC)cc1CNC(=O)c1ccc(S(=O)(=O)N2CCCCC2)cc1
→ 1% | 0% | 1% | 0 | -1% | -1% | 0.2% | 2% | -7% | -16% | 18%
11	O=C(NCc1ccccc1)NC1(C(=O)N2CCOCC2)CCCCC1
→ 1% | -2% | 3% | 4 | -1% | 2% | -0.6% | -8% | 6% | 8% | -4%
12	CCOC(=O)CCCC(=O)N1CCOCCOCCN(C(=O)CCCC(=O)OCC)CCOCCOCC1
→ 14% | -2% | 1% | -4 | -16% | 1% | 0.1% | 1% | -12% | u | 5%
13	CCCc1cc(C(=O)NCCc2ccccc2)no1
→ -5% | -6% | -2% | -1 | u | 1% | -0.3% | 0% | -5% | u | 8%
14	Cc1c(Cl)cccc1Nc1nc(N)nc(CSC(=S)N2CCOCC2)n1
→ 4% | -5% | 1% | 5 | u | -7% | -0.1% | -8% | 5% | 8% | 5%
15	Cc1ccc(NC(=O)c2cnccn2)cc1S(=O)(=O)N(C)C
→ 0% | -1% | -1% | 11 | 0% | 7%[46.1 µM] | -0.4% | -1% | 1% | 28% | -7%
16	O=C(CSc1nnc(-c2ccccc2O)n1-c1ccccc1)Nc1cccc(C(=O)O)c1
→ -1% | -3% | -3% | 0 | -2% | -3% | -1.0% | -3% | 4% | 11% | 8%
17	O=C(CC1C(=O)NCCN1Cc1ccc(Cl)c(F)c1)NCCc1cccnc1 (stereo unspecified)
→ u | -2% | -3% | 2 | 3% | 0% | -0.1% | 1% | -1% | 0% | 6%
18	Cc1cc(C(=O)COC(=O)c2nc3nccc(C)n3n2)c(C)n1CC1CCCO1 (stereo unspecified)
→ 0% | -1% | 0% | 7 | 4% | -5% | 0.1% | 4% | 1% | -6% | 6%
19	COc1ccccc1NC(=O)CCn1cccc1
→ 1% | -7% | -1% | 4 | -20% | -4% | -0.2% | 0% | 2% | 13% | 3%
20	CCOc1ccc(OCc2ccc(C(=O)Nc3ccc(Cl)cn3)o2)cc1
→ -2% | -1% | -6% | -5 | u | 4% | 0.0% | -2% | 11% | 6% | -12%

The last 3 compounds of the section before are carried over, then new ones follow.
Values run as follows: Mito fusion act | PTAP TSG101 blk | Tb PFK block | TSHR antagonist | Chronic BCR inh | TCR activator | B2AR arrestin | USP2a block | uPA surface inh | ELG1 DNA repair | Eya2 inh
18	Cc1cc(C(=O)COC(=O)c2nc3nccc(C)n3n2)c(C)n1CC1CCCO1 (stereo unspecified)
→ 0% | -1% | 0% | 7 | 4% | -5% | 0.1% | 4% | 1% | -6% | 6%
19	COc1ccccc1NC(=O)CCn1cccc1
→ 1% | -7% | -1% | 4 | -20% | -4% | -0.2% | 0% | 2% | 13% | 3%
20	CCOc1ccc(OCc2ccc(C(=O)Nc3ccc(Cl)cn3)o2)cc1
→ -2% | -1% | -6% | -5 | u | 4% | 0.0% | -2% | 11% | 6% | -12%
21	CCC(=O)Nc1ccc(C(=O)Nc2ccc3c(c2)OCO3)cc1
→ -5% | -2% | -2% | -2 | 1% | 3% | 0.4% | -1% | 2% | u | -10%
22	COc1ccc(S(=O)(=O)N2CCCCC2)cc1NC(=O)CCOc1cc(C)ccc1C
→ -8% | -5% | -6% | -17 | 8% | -2% | 0.1% | 2% | -24% | -6% | -6%
23	C[C@@H]1CN([C@@H](C)CO)C(=O)c2cccc(NC(=O)Nc3ccc(F)cc3)c2O[C@@H]1CN(C)Cc1ccc(Oc2ccccc2)cc1
→ x | -2% | -1% | 7 | u | -4% | -0.5% | -1% | u | u | 9%
24	CC12CCC(=O)N1C(C(=O)Nc1ccccc1N1CCCCC1)CS2 (stereo unspecified)
→ 0% | -1% | -6% | -20 | 5% | -4% | -0.2% | 1% | -3% | 0% | 5%
25	O=C(NC1CC1)C1CCN(C2CCN(Cc3ccccc3C(F)(F)F)CC2)CC1
→ 8% | -1% | 12% | 8 | 2% | -7% | 0.4% | 3% | 2% | 4% | 1%
26	O=C(O)CCC(=O)N1CCN(S(=O)(=O)c2ccc3ccccc3c2)CC1
→ -3% | -3% | -4% | 0 | 1% | -1% | -0.7% | 0% | 1% | 11% | 1%
27	Cn1cccc1/C=N/NC(=O)c1ccn[nH]1
→ -4% | -1% | -2% | -8 | u | 1%[46.1 µM] | -0.5% | -1% | 5% | u | -1%
28	NC(=O)c1noc(C(=O)N(CC(=O)NC2CCCC2)Cc2ccc3c(c2)OCO3)c1N
→ -8% | 0% | -2% | 5 | 10% | -6%[46.1 µM] | -0.4% | 2% | 3% | 15% | -12%
29	NNC(=O)c1ccc(Cn2cc(Cl)cn2)o1
→ 1% | -6% | 0% | 6 | u | 1% | -0.9% | 0% | -13% | -5% | 1%
30	CCCC1C2C(=O)N(c3ccccc3OCC)C(=O)C2ON1c1ccccc1 (stereo unspecified)
→ 1% | 0% | -3% | 5 | u | -6% | -0.1% | -1% | 1% | 7% | -14%
31	C/C(=N\NC(N)=O)c1cccc(Cl)c1
→ 0% | -2% | u | 7 | 0% | -5%[46.1 µM] | 0.3% | 2% | 3% | 9% | 4%
32	Cc1ccc(C)c(NC(=S)NCc2ccc3c(c2)OCO3)c1
→ 2% | -2% | -1% | -1 | 7% | -2% | -0.7% | -1% | 7% | -3% | -23%
33	CC(C)CCNC(=O)c1ccc2c(c1)ncn2C1CCCC1
→ -4% | -6% | -5% | -8 | u | -4% | -1.0% | 0% | 4% | u | 10%
34	CCN(CC)CC(=O)NCC1(c2ccccc2)CCOCC1
→ 2% | -7% | 0% | 3 | u | 0% | 0.0% | 11% | 0% | 14% | 6%
35	COC(C(=O)Nc1cc([N+](=O)[O-])ccc1C)c1ccccc1 (stereo unspecified)
→ 0% | -3% | -4% | 5 | -7% | 9% | -0.1% | 0% | -3% | 3% | 6%

Screening results deposited in PubChem by National Center for Advancing Translational Sciences (NCATS).
